Screens as filed in PubChem BioAssay.
Pf apPOL inh: Pf-apPOL DNA polymerase inhibition. Recombinant Pf-apPOL, molecular beacon fluorescence, 1.5 h. inhibition, % at 10 µM. actives 0.25% (n = 210,000). AID 1794808
mHTT-CaM PPI inh: mHTT-calmodulin interaction abrogation; inhibition, % at 15 µM; actives 3.6% (n = 190,000); P42858; AlphaScreen His-mHTT/GST-CaM binding, luminescence;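 note: 0% = both proteins with DMSO and 100% = one protein alone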
Target sequence (P42858 whole entry, looked up, stated change not applied): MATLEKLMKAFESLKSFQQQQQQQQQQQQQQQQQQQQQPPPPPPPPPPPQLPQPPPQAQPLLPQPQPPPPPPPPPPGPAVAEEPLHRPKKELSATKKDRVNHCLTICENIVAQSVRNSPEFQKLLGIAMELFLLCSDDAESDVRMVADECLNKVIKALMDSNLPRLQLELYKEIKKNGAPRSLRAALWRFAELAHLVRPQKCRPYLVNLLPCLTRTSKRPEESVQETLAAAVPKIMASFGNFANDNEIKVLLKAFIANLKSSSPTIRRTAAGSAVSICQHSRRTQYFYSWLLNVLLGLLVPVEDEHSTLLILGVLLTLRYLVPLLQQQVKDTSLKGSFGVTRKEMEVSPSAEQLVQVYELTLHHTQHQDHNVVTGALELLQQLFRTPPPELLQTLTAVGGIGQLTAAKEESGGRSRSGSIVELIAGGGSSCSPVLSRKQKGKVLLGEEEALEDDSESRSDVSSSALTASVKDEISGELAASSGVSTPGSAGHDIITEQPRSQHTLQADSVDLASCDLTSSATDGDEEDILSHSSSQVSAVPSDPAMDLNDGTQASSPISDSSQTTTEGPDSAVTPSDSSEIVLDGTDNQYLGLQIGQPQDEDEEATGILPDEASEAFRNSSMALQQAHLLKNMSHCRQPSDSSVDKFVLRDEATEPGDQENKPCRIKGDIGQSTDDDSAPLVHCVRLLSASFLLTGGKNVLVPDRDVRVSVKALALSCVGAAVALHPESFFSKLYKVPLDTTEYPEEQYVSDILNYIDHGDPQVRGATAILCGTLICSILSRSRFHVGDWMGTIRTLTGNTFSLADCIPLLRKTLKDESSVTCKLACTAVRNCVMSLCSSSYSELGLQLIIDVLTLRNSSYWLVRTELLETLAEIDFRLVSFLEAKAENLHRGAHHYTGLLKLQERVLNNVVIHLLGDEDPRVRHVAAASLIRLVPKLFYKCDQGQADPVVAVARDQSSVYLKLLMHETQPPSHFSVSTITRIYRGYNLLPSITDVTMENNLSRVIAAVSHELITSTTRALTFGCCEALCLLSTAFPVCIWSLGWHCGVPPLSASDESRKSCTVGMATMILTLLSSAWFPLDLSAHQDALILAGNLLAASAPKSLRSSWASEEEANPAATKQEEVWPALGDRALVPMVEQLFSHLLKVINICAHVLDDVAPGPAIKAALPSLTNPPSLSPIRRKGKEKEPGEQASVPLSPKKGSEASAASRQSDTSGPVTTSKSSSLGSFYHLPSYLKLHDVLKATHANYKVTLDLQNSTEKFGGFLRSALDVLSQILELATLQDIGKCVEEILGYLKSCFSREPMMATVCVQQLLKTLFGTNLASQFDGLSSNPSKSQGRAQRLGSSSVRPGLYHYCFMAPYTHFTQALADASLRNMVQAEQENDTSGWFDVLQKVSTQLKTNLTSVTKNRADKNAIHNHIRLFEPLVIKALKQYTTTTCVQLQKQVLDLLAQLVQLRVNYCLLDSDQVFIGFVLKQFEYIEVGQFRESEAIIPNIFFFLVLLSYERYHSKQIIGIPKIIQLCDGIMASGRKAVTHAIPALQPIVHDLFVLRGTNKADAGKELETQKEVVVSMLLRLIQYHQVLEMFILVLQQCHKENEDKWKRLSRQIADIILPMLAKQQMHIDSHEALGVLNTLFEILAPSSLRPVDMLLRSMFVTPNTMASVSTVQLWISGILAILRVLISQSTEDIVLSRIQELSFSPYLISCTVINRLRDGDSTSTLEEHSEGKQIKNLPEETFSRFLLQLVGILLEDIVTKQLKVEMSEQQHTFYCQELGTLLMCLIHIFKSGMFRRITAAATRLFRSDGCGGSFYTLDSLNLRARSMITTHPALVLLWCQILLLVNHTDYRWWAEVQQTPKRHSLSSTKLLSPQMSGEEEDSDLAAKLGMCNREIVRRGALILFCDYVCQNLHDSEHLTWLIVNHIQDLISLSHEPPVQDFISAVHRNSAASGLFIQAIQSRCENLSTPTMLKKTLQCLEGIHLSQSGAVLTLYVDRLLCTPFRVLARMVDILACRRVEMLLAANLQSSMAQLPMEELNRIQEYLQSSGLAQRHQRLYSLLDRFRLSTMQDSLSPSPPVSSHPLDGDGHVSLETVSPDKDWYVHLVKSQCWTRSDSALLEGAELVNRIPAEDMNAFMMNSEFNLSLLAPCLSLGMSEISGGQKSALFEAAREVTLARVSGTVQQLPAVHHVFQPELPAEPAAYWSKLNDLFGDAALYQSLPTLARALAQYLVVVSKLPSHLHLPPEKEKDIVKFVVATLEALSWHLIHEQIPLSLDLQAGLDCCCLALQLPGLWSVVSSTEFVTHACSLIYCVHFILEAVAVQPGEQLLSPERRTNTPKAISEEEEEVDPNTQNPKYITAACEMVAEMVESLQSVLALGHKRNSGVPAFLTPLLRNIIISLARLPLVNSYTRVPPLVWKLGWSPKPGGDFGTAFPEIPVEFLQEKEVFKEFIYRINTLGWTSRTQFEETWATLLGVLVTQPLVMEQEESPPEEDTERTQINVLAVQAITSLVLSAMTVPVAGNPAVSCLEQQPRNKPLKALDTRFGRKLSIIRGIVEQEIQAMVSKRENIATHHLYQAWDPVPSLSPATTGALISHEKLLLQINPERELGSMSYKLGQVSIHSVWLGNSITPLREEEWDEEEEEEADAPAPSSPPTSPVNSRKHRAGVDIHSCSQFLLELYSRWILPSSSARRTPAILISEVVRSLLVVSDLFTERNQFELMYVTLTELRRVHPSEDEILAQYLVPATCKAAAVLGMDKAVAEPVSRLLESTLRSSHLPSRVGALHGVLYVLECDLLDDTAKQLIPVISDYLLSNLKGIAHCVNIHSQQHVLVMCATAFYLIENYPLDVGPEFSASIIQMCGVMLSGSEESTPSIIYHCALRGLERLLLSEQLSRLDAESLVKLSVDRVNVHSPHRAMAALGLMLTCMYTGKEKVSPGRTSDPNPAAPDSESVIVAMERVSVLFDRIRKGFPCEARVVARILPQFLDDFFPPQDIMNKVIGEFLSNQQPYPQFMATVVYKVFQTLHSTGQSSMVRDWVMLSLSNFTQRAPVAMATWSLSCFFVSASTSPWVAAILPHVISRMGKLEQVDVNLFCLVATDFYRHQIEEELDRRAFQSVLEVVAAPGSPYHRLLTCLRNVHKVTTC
* marks the source's active call; other numbers are inactive results; . = no result given; & = joins results of further samples. Cut-off read from the data, not from the text of the source: active = inhibition above about 50%; inactive = the rest. No enrichment for hits; about 3.5% have a hit in one of these screens.

mol | mHTT-CaM PPI inh | Pf apPOL inh
CCn1c(SC)nnc1-c1nn(C)c2c1CN(C(=O)CC1CCCC1)CC2 | -2 | -1
Cc1c(C2CCN(C(=O)Cc3ccc(F)cc3)CC2)noc1N | -6 | -2
CC(C)(C)C(=O)Nc1ccc(S(=O)(=O)Nc2cnc3ccccc3n2)cc1 | 0 | 10
O=C1CCc2cc(NC(=O)c3cncc(Br)c3)ccc2N1 | -4 | 9
Cc1cccc(C)c1N1C(=O)c2nccnc2C1=O | -4 | 0
O=[N+]([O-])c1cc(C2OCC3(CO)COC(c4csc([N+](=O)[O-])c4)N23)cs1 (stereo not drawn) | . | -1
CN(C)c1c([N+](=O)[O-])c(=O)oc2ccc([N+](=O)[O-])cc12 | 0 | 0
Cc1ccc(C2CC(c3ccc(F)c(Br)c3)n3ncnc3N2)cc1 (stereo not drawn) | 36 | -4
O=[N+]([O-])c1ccccc1S(=O)(=O)N1CCN(Cc2ccsc2)CC1 | 3 | 1
CCN1c2ccc(F)cc2C(=O)NC12CCN(C(=O)c1cccc(F)c1)CC2 | 0 | 2
COc1ccccc1C(=O)N1CCN=C1N1CCCCC1 | -2 | -5
CCC(=O)N1CCc2cc(N3CC(C(=O)Nc4ccc(OC)c(Cl)c4)CC3=O)ccc21 (stereo not drawn) | 1 | -3
Cc1cc(-c2ccccc2)nc2oc3c(=O)[nH]cnc3c12 | . | 31
CC1=NN(c2ccc(Cl)c(Cl)c2)C(=O)/C1=C/c1cccc([N+](=O)[O-])c1 | 0 | 1
O=C(Nc1ccc(C(=O)c2ccccc2)cc1)c1cccc([N+](=O)[O-])c1 | 1 | 0
Cc1nnc2ccc(N3CCN(C(=O)Cc4cccc5ccccc45)CC3)nn12 | 2 | -10
O=C(c1ccc(F)c(F)c1)N1CCC(Nc2cccnc2)C1 (stereo not drawn) | 14 | 14
O=C1c2ccc(Br)cc2C(=O)N1CNc1cccc(F)c1 | 0 | 0
COc1ccc(NC(=O)C2CCCN(c3nnc4ccccn34)C2)c(OC)c1 (stereo not drawn) | 5 | 2
N#CC1(C#N)C(C(=O)C23CC4CC(CC(C4)C2)C3)C12CCCCC2 (stereo not drawn) | -6 | .
O=C1Nc2cc(Cl)c(Cl)cc2N(O)N1c1ccc(Cl)c(Cl)c1 | 2 | 8
CCCNC(=O)Cn1nc(C(F)(F)F)c(Br)c1C | -3 | 1
O=C(NCCc1ccc(F)cc1)c1ccccc1[N+](=O)[O-] | -5 | -2
CN1CCN(Cc2cccc(OCc3ccccc3)c2)CC1 | 3 | -7
O=C(C1CCN(S(=O)(=O)N2CCC3(CC2)OCCO3)CC1)N1CCOCC1 | -5 | -11
COc1cc(C2=N/C(=C\N3CCOCC3)C(=O)O2)cc(OC)c1OC | -1 | -1
CCn1ccc2c(cc(C(=O)NCc3ccc(C)o3)n2C)c1=O | -2 | 1
COC(=O)c1ccccc1NC(=O)N1CCOc2ccc(Cl)cc21 | 0 | -19
COCCn1c(SCC(=O)Nc2nc3ccccc3s2)nc2c(c1=O)SC(C)C2 (stereo not drawn) | 9 | 1
Cc1cccc(NC(=O)CN2C(=O)N/C(=C\c3ccc(Br)s3)C2=O)c1 | 6 | 6
O=C(CSCc1ccccc1)NCC1CCN(C(=O)Nc2ccc(F)cc2)CC1 | -2 | -1
COc1cc(C=Nc2c(C)n(C)n(-c3ccccc3)c2=O)ccc1OCC#N | -4 | 6
CCCCN1C(=O)C(C)(C(=O)NCc2cccs2)Oc2cccnc21 (stereo not drawn) | -2 | -3
O=C(NCCc1csc(-c2ccc(F)cc2)n1)c1ccc2nsnc2c1 | 2 | -12
Cc1ccc(N2CCC(NC(=O)c3cccc(C#N)c3)C2=O)cc1 (stereo not drawn) | -3 | -2
Cc1nc(-c2cccnc2)n2c(=O)n(CCc3ccccc3)nc2c1C | -2 | -9
CC(C)(C)C(C)(O)C#CCN1CCCCC1 (stereo not drawn) | 2 | 0
COc1ccccc1CNS(=O)(=O)c1cc(Br)cc2c1N(C(C)=O)C(C)C2 (stereo not drawn) | 2 | -1
COc1cc(CN(C)CCc2ccccn2)c([N+](=O)[O-])cc1OC | 1 | 0
CCN(CC)CCCN1C(=O)C(=O)C(=C(O)c2ccccc2)C1c1cccnc1 (stereo not drawn) | -1 | -4
COc1ccc(C)cc1NC(=O)CC(C)(C)C | 0 | -1
Clc1ccccc1-n1nc2ccc3nonc3c2n1 | -16 | -6
Cc1ccc(Nc2nccc(C3CCCN(C(=O)c4ccsc4)C3)n2)cc1 (stereo not drawn) | 45 | -6
COc1ccc2c(c1)CC(CNC(=O)c1ccc3c(c1)OCO3)O2 (stereo not drawn) | -4 | 2
COc1ccc(C2C3C(=O)N(c4ccc(Br)cc4)C(=O)C3N3CCCN23)cc1 (stereo not drawn) | 10 | 2
CCOC(=O)N1CCN(C(=O)C2C3CC4OC(=O)C2C4C3)CC1 (stereo not drawn) | -6 | -5
COc1ccc(C(C)NC(=O)c2ccc(OC)c(OC)c2)cc1 (stereo not drawn) | 3 | -1
O=[N+]([O-])c1cc(C=Nc2ccc3nc(-c4cccc(F)c4)oc3c2)c(O)c([N+](=O)[O-])c1 | 8 | 0
Cc1ccccc1NS(=O)(=O)c1ccc2[nH]cc(C(=O)N3CCCCCC3)c(=O)c2c1 | 26 | -14
O=C(NCCCn1cccc1)c1ccc(-n2cccc2)cc1 | 17 | 3
Cc1ccc(C(O)CNC(=O)C(=O)Nc2ccc3c(c2)OCO3)o1 (stereo not drawn) | -9 | -8
O=C(c1ccccc1OCC1CCN(C(=O)C2CCC2)CC1)N1CCCCC1 | 8 | -9
Cc1nc(-n2cccc2)sc1C(=O)NCCn1nc(-c2ccco2)ccc1=O | 28 | 3
Cc1ccc(NC(=S)NN(C)C)cc1 | . | -5
COc1ccc(OC)c(CN2CCN(Cc3ccc(OC)c(OC)c3OC)CC2)c1 | 5 | -3
COc1ccc(Nc2ccn(-c3nc(-c4ccccc4)oc3-c3ccccc3)c(=O)n2)cc1 | 9 | 5
CC(NC(=O)CCCCCn1c(=O)[nH]c2ccsc2c1=O)C12CC3CC(CC(C3)C1)C2 (stereo not drawn) | 8 | -3
O=C(CCS(=O)(=O)c1ccc(Br)s1)NCc1ccc(Cl)cc1 | 1 | -4
CCC1=NN(C(=O)c2ccc(Br)cc2)C(O)(c2ccc(OC)cc2)C1 (stereo not drawn) | 59* | -1
Cn1c(SCC(=O)c2ccc3c(c2)CCCC3)nnc1-c1ccccc1 | 11 | -9

The list goes on.
mol | mHTT-CaM PPI inh | Pf apPOL inh
O=C1C(=O)N(CCO)C(c2ccccc2[N+](=O)[O-])C1=C(O)c1ccccc1 (stereo not drawn) | 7 | 0
OC1(C(F)(F)F)CC(c2cccs2)=NO1 (stereo not drawn) | -4 | .
COc1ccc(CCNC(=O)C(=O)Nc2cccc(Cl)c2C)cc1OC | 1 | -36
Fc1ccc(-c2noc(-c3ccc(N4CCOCC4)nc3)n2)cc1 | -4 | -2
CC(C)C(=O)N1CCN(c2nc3c(s2)CC(C(=O)NCc2ccco2)CC3)CC1 (stereo not drawn) | 3 | 1
C=CCn1c(=O)c2c(ncn2Cc2ccc(F)cc2)n(-c2ccccc2)c1=O | 6 | -3
O=C(Nc1nc2ccccc2s1)c1ccncc1 | 3 | -6
CC1(C)Cc2c(oc(N)c2C#N)CS1 | 0 | -4
CN(Cc1ccccc1)Cc1ccc(O)cc1 | -4 | -1
Cc1c(C(=O)Nc2ccc(S(=O)(=O)Nc3nccs3)cc2)oc2ccccc12 | 16 | -12
COC(=O)C1=C(C)N(C)C(=S)NC1c1ccc([N+](=O)[O-])cc1 (stereo not drawn) | -2 | 3
Cc1cc(NC(=O)NC(=O)c2ccc(F)cc2)n[nH]1 | 1 | -11

Five structures from above, arranged by number of heavy atoms, highest first:
mol | mHTT-CaM PPI inh | Pf apPOL inh
O=[N+]([O-])c1cc(C=Nc2ccc3nc(-c4cccc(F)c4)oc3c2)c(O)c([N+](=O)[O-])c1 | 8 | 0
C=CCn1c(=O)c2c(ncn2Cc2ccc(F)cc2)n(-c2ccccc2)c1=O | 6 | -3
Cc1ccc(N2CCC(NC(=O)c3cccc(C#N)c3)C2=O)cc1 (stereo not drawn) | -3 | -2
Cc1cc(-c2ccccc2)nc2oc3c(=O)[nH]cnc3c12 | . | 31
CCCNC(=O)Cn1nc(C(F)(F)F)c(Br)c1C | -3 | 1

Further structures.
mol | mHTT-CaM PPI inh | Pf apPOL inh
CCN(CCCNC(=O)c1ccc2c(c1)NC(=O)C(N1CCOCC1)S2)c1ccccc1 (stereo not drawn) | 47 | -19
Cc1ccc(-c2cc(C(=O)NCC3CCCO3)c3ccccc3n2)s1 (stereo not drawn) | -6 | -2
Cc1ccc(N=C2C(=O)N(CN(C)C)c3ccccc32)cc1 | 10 | -2
CC1CCc2nn(CC(=O)Nc3cc(F)ccc3F)cc2C1 (stereo not drawn) | -12 | -2
O=C(Cn1c(=O)oc2cccnc21)c1ccc(Cl)cc1 | . | -3
COc1cccc(N2CCN(C(=O)c3sc4cccc(F)c4c3OC)CC2)c1 | 26 | 1
CSc1cc(-c2ccncc2)nc(-c2ccc(Cl)cc2)c1 | . | -10
COc1ccc2c(c1)OC(=Cc1ccc(OC)c(OC)c1OC)C2=O | 10 | 3
COc1ccc(C(=O)Nc2nc(-c3ccc(Br)cc3)cs2)cc1[N+](=O)[O-] | 0 | -2
O=S(=O)(NCc1ccccc1F)c1c[nH]c2ncccc12 | -11 | -2
CCCn1c(C2CCN(C(=O)c3ccc(C)s3)C2)nc2cccnc21 (stereo not drawn) | -6 | 1
COc1cccc(NC(=O)Nc2ccccc2NC(=O)c2ccsc2)c1 | -6 | -1
O=C(c1ccc(F)cc1Cl)N1CCc2nc(-c3ccc(Cl)cc3)ncc2C1 | -12 | -6
Cn1c(N2CCC(C(=O)Nc3ccc4c(c3)OCCO4)CC2)cc(=O)n(C)c1=O | 57* | 2
CCCCOC(=O)COc1cc2oc(=O)cc(C)c2cc1Cl | -4 | -4
O=C(NC1CCCC1)c1cccc(-c2cnc(N3CCCCC3)nc2)c1 | -6 | 3
Cc1cccc(N=C2NC(=O)/C(=C\c3ccco3)S2)c1 | 48 | -6
Cc1cc(-c2nnc(-c3ccc(F)cc3)o2)c(C)n1CC(=O)N1CCCCC1 | 20 | -3
O=C(c1ccco1)N1CCc2ccccc21 | -13 | -2
COc1ccc(CN2CCN(C3CC4CCC3C4)CC2)c(OC)c1OC (stereo not drawn) | -5 | -6
Cc1c(Cl)cccc1NC(=O)C(c1ccccc1)c1ccccc1 | -8 | -7
COc1cccc(C(=O)Cn2c(Br)nc3c2c(=O)n(C)c(=O)n3C)c1 | 4 | -5
COc1cc(NC(=O)COc2ccc(Cl)cc2Cl)c2ncccc2c1 | 1 | -2
O=C(Cc1cccs1)N1CCCCC1c1nncn1-c1ccccc1 (stereo not drawn) | 4 | 0

Rewritten with each value named: four of the compounds above
COc1cc(NC(=O)COc2ccc(Cl)cc2Cl)c2ncccc2c1
  mHTT-CaM PPI inh = 1
  Pf apPOL inh = -2
Cc1cccc(N=C2NC(=O)/C(=C\c3ccco3)S2)c1
  mHTT-CaM PPI inh = 48
  Pf apPOL inh = -6
O=C(c1ccc(F)cc1Cl)N1CCc2nc(-c3ccc(Cl)cc3)ncc2C1
  mHTT-CaM PPI inh = -12
  Pf apPOL inh = -6
O=C(c1ccco1)N1CCc2ccccc21
  mHTT-CaM PPI inh = -13
  Pf apPOL inh = -2

New compounds follow:
mol | mHTT-CaM PPI inh | Pf apPOL inh
CCC1CN(C(=O)NCc2ccccc2)c2cc(C)ccc2O1 (stereo not drawn) | -7 | -3
COc1ccccc1-c1nc(C2CCN(C(=O)c3ccc(C#N)cc3F)CC2)no1 | 4 | 2
CCOCCCNC(=O)C1CCCN(S(=O)(=O)N2CC(C)CC(C)C2)C1 (stereo not drawn) | -4 | -12
N#Cc1ccccc1NC(=O)CSc1nnc(SCC(=O)Nc2ccccc2C#N)s1 | . | 0
CCCCc1ccc(NC(=O)CSc2nc(C3CCCCC3)c(C#N)c(=O)[nH]2)c(C)c1 | . | 34
Cc1ccc(-n2nc3c(c2NC(=O)c2ccc(C)c([N+](=O)[O-])c2)CSC3)c(C)c1 | 1 | -4
O=C(NCc1ccco1)C1CCc2nc(N3CCN(C(=O)C4CCC4)CC3)sc2C1 (stereo not drawn) | 4 | 1
c1ccc(-c2n[nH]c(C3CCCN3)n2)cc1 (stereo not drawn) | 3 | -6
CCn1c(CC2CCN(C(=O)CCc3cccc(OC)c3)C2)nc2cccnc21 (stereo not drawn) | 43 | -1
Cc1ccc(O)c(C2=NOC(O)(C(F)(F)F)C2)c1 (stereo not drawn) | -6&0 | 1
COc1ccc(C2CC(c3cccnc3)Nc3nnnn32)c(OC)c1 (stereo not drawn) | 4 | 0
Cc1cc(-c2nc(-c3ccnn3C(=O)Nc3ccccc3)cs2)no1 | . | -4
Cc1cc(Br)ccc1NC(=O)CCS(=O)(=O)c1cccc2nsnc12 | 10 | 0
C[C@H]1[C@H](NC(=O)c2ccc(C(C)(C)C)cc2)CC[C@@]23CCCN2C(=O)CCC[C@@H]13 | 17 | -3
COc1ccc(C2C=C(c3ccc(F)cc3)Nc3ncnn32)cc1 (stereo not drawn) | 5 | -5
CCCn1c(C2CCN(C(=O)c3ccc(C(F)(F)F)cc3)C2)nc2cccnc21 (stereo not drawn) | 36 | 1
COc1ccc(C(=O)N2CCC3(CC2)NC(=O)c2cc(C)ccc2N3C)cc1 | 0 | -2
CC(C)(C)C1=CC(=O)CN(C(C)(C)C)C1 | 0 | -8
